Compound activity deposited in PubChem BioAssay by several laboratories.
MEKK3 PB1 HTS = modulators (inhibitors or enhancers) of MEK5 binding to human MEKK3 PB1 domain. bead-based flow cytometry, Alexa488-MEK5 binding to MEKK3; actives lie on both sides; 0 = blocked by unlabeled MEK5, 100 = vehicle. binding response (% of control), % at 10 µM. 290,000 compounds, 1.4% hits. AID 1529;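 active = binding response more than 3 SD above or below the average of its plate-row segment, actives on both sides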;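 also: Alexa488 bead fluorescence after subtracting the streptavidin-only scavenger bead signal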
pCIP destab = compounds decreasing mouse p/CIP protein stability; Q05BA5; decrease of EGFP signal, % at 10 µM; F442A p/CIP-EGFP cells, EGFP fluorescence, 16 h; 290,000 compounds, 0.01% hits;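 active = EGFP signal decrease of at least 30% at 10 µM or well 3 SD below plate mean, unless failing retest; inactive = the rest, including hits failing retest or dose response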; also: some compounds called inactive have numbers as strong as hits; many of its hits are not listed in these tables
Target sequence (Q05BA5 1-1403): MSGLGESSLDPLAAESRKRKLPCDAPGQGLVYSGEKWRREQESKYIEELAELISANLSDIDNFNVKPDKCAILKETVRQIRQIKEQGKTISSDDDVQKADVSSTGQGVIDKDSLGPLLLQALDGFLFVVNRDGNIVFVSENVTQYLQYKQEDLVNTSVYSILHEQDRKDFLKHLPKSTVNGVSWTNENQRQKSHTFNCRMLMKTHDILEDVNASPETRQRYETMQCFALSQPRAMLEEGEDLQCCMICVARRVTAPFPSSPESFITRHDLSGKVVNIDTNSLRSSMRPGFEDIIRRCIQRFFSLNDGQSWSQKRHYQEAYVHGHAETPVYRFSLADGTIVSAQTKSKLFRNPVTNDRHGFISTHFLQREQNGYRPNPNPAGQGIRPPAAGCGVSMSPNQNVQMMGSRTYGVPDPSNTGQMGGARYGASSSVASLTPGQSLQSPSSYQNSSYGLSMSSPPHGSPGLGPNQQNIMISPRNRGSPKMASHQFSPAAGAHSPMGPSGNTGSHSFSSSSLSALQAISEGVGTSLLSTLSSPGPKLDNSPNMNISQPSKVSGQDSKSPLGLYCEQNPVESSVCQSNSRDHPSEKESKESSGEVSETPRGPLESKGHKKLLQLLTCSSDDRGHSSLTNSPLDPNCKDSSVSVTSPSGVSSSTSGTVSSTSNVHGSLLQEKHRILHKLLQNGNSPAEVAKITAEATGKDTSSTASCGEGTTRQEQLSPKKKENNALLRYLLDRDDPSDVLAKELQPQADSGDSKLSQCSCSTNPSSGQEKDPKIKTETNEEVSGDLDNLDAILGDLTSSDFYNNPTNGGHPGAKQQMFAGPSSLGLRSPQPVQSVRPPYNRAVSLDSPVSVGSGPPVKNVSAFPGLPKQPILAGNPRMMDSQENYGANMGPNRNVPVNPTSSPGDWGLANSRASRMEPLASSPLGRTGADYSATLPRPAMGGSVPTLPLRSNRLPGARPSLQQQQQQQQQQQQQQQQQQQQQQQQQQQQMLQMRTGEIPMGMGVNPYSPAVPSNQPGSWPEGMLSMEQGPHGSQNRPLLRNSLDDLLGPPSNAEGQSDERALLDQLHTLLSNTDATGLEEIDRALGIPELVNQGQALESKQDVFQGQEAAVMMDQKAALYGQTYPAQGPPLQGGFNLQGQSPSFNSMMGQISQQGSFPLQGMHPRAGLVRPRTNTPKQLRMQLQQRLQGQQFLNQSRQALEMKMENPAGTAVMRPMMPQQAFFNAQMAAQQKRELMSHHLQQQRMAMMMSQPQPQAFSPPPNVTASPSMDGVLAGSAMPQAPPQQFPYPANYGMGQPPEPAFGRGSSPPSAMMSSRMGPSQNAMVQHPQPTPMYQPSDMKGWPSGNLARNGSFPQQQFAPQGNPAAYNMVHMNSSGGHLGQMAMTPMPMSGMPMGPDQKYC
IDE inh = cellular human IDE inhibition; HEK cells, FAbetaB cleavage, fluorescence polarization; 320,000 compounds, 0.41% hits; P14735; inhibition, % at 5.59 µM;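 active = percent inhibition above the average of all tested compounds plus 3 SD, set per screening campaign, cut at about 16% in these data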;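 also: IDE supplied by intact live HEK cells; FP after avidin binding of uncleaved biotin substrate so inhibition keeps polarization high; 0% = DMSO wells and 100% = 60 µM reference IDE inhibitor Ii1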
IDE cell activ = IDE (human) activation, cell-based; P14735; HEK cells, FAbeta-B cleavage, fluorescence polarization; 0% vehicle, 100% cell-free pure enzyme wells; activation, % at 5.96 µM; 340,000 compounds, 0.073% hits;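 active = activation above the mean of all tested compounds plus 3 SD, set per screening campaign, cut at about 17% in these data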
PHOSPHO1 inh = inhibitors of human PHOSPHO1 phosphatase; Q8TCT1; recombinant PHOSPHO1, absorbance phosphatase assay; inhibition, % at 13.3 µM; 290,000 compounds, 1.1% hits; AID 1565; in the data active = inhibition above about 60%
CRFBP-R2 agonist = agonists of human CRF-binding protein/CRF-R2 receptor complex. HEK293 CRF-R2/CRF-BP, calcium dye fluorescence (FLIPR); percent of saturating CRF peptide response. activation, % at 13.2 µM. 350,000 compounds, 0.46% hits;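 active = activation of at least 50%, plus an integration ratio under a set limit after plate pattern correction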;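 also: plate controls were neutral control wells without compound for no effect and CRF at EC100 for full effect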
GalR3 antag = blocks the human galanin receptor 3; O60755; HEK293 GalR3-CNG cAMP membrane potential fluorescence; galR3 body fused to GalR1 C-terminus; inhibition, % at 3 µM; 360,000 compounds, 0.44% hits;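 active = inhibition above the screen-wide average plus 3 SD, cut at about 13% in these data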;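 also: forskolin and galanin both at EC90 stimulate the cells; cAMP rise reported by CNG channel membrane potential dye signal; 0% = forskolin plus galanin with DMSO and 100% = forskolin alone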
CRFR2-BP antag = blocks CRF-induced signaling of the CRF-BP/CRF-R2 complex; HEK293 CRF-R2/CRF-BP, CRF-induced calcium fluorescence; inhibition, % at 11.8 µM; 350,000 compounds, 0.59% hits; AID 588475;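 active = inhibition of the ligand-induced calcium signal above about 50% at the single tested concentration, limit read from the data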
CHRM4 PAM = potentiates acetylcholine response at human M4 receptor; activation, % at 3 µM; CHO-K1 hM4/Gqi5, Fluo-8 calcium fluorescence, ACh EC20; 0% = ACh EC20, 100% = maximal ACh; AID 624126; 360,000 compounds, 0.4% hits;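 active = activation above its plate's cutoff, the mean activation of sample wells plus 3 SD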; also: some results filed as inactive read as strong as hits
* hit, by the source's call; . = no result given.

nr	compound	MEKK3 PB1 HTS	pCIP destab	IDE inh	IDE cell activ	PHOSPHO1 inh
1	CCS(=O)(=O)c1nc(S(=O)(=O)c2ccc(Cl)cc2)c(N2CCC(C(N)=O)CC2)s1	99	-16	1	-2	38
2	O=C(CN1CCCCC1)Nc1ccccc1Oc1ccccc1	65	-5	3	3	1
3	CCCc1cc(=O)oc2c(C)c(OCC(=O)N3C[C@H]4C[C@@H](C3)c3cccc(=O)n3C4)ccc12	103	-9	5	-1	19
4	O=C(N/N=C/c1ccncc1)C1C2CCCCCCC21 (configuration not stated)	99	1	4	-3	2
5	Cc1cc(C(=O)CSc2ccc(F)cc2)cc(C)c1O	105	-3	2	1	.
6	COc1ccc(NC(=O)/C=C/C(=O)O)c([N+](=O)[O-])c1	103	-7	6	11	43
7	Cc1cccc(C)c1N1C(=O)CC(N2CCN(S(=O)(=O)c3ccccc3F)CC2)C1=O (configuration not stated)	.	.	-1	2	.
8	N#C/C(=C\c1cn(Cc2ccc(C#N)cc2)c2ccccc12)C(=O)NCc1cccs1	107	-2	9	-1	-10
9	COc1ccc(OC)c(NC(=O)CSc2nc(C)cs2)c1	105	-5	-6	3	4
10	COc1ccc(-n2nc(C(=O)NCC(=O)NC(C)C)c3ccccc3c2=O)cc1	100	-17	3	-5	.
11	Cc1ccc(S(=O)(=O)N(CC(=O)NCCSc2ccccn2)c2ccccc2F)cc1	104	4	1	0	32
12	O=C(NCc1cc(C(F)(F)F)ccc1F)C1CCC(=O)N(C2CCCCCC2)C1 (configuration not stated)	105	-6	-2	4	29
13	COCCCNC(=O)CC(NS(=O)(=O)c1ccc(OC)cc1)c1ccc(OC)cc1 (configuration not stated)	99	-12	0	-2	18
14	Cc1ccc(Cn2c(=N)c(C(=O)NCC3CCCO3)cc3c(=O)n4ccccc4nc32)cc1 (configuration not stated)	99	-6	-4	5	26
15	COc1cc(C(NC(C)=O)NC(C)=O)ccc1OCc1ccccc1	86	-2	-7	0	58

nr	CRFBP-R2 agonist	GalR3 antag	CRFR2-BP antag	CHRM4 PAM
1	-0.1	-9	-51	0
2	-1.5	2	2	-1
3	1.2	1	2	-2
4	0.7	1	-39	-1
5	-0.6	-12	-3	-1
6	1.1	-2	15	4
7	1.0	-3	-5	1
8	38	-1	-52	-1
9	-0.5	-3	9	45*
10	-0.7	-8	4	-4
11	-0.8	-8	1	-10
12	1.8	-7	8	-5
13	1.3	1	15	-2
14	-0.6	-8	17	-1
15	0.3	-6	2	-9

(continued)
nr	compound	MEKK3 PB1 HTS	pCIP destab	IDE inh	IDE cell activ	PHOSPHO1 inh
16	CN(C)/C=N/c1c(C#N)nnn1Cc1ccccc1	94	-10	2	4	4
17	CCN(CC)CCN1C(=O)C(=O)/C(=C(/O)c2c(C)[nH]c(C(=O)OC)c2C)C1c1ccc(C)o1 (configuration not stated)	98	5	2	0	16
18	CC(C)(CO)NC(=O)c1ccc2c(c1)C(=O)c1ccccc1-2	107	-9	0	7	36
19	CC(=O)c1ccc(NC(=O)c2ccn(C(=O)OCC(C)C)n2)cc1	106	0	2	2	-10
20	O=C1CS/C(=C\S(=O)(=O)c2ccc(Cl)cc2)N1	102	-19	3	4	33
21	O[C@@H]1[C@@H](O)C=C2CCN3Cc4cc5c(cc4[C@H]1C23)OCO5 (some centres not stated)	.	.	1	7	.
22	CCc1cc(C(=O)Nc2ccc(C)cc2Br)cs1	84	11	1	1	19
23	O=C(c1cc2ccccn2n1)N1CCN(c2ccccn2)CC1	107	-11	1	3	-2
24	OCC1(CCOc2ccccc2)CCN(Cc2cn[nH]c2-c2ccc(F)cc2)CC1	107	-10	0	3	35
25	CC(C)N(C(=S)NCc1ccccc1)C(C)C	96	-4	-2	4	35
26	Cc1cc(Nc2ncc(Cl)cc2Cl)n(-c2ccccc2C)n1	99	4	3	3	-2
27	Cn1c(=O)c2[nH]c(CCc3ccncc3)nc2n(C)c1=O	.	.	.	4	.
28	NS(=O)(=O)c1ccc(NC(=O)COC(=O)C23CC4CC(CC(C4)C2)C3)cc1	103	-2	-1	2	11
29	CC12CCC(=O)N1C(C(=O)Nc1nc3ccc(Cl)cc3s1)CS2 (configuration not stated)	.	.	3	0	.
30	Cc1ccc(-c2nnc(NC(=O)c3ccco3)o2)c(C)c1	.	.	-3	1	.

nr	CRFBP-R2 agonist	GalR3 antag	CRFR2-BP antag	CHRM4 PAM
16	-1.9	-2	7	-4
17	-0.1	-6	5	0
18	1.1	-4	-22	-3
19	1.9	-2	7	-6
20	-1.0	4	9	2
21	0.8	.	-14	1
22	1.1	-1	-6	4
23	-1.1	.	-16	0
24	0.9	-6	-15	-7
25	0.8	0	-1	-3
26	0.7	-9	23	-6
27	0.7	-6	6	7
28	0.7	-3	-1	-1
29	-0.4	-3	-10	1
30	3.4	-1	1	-1

Profiles as entered above. Order of screens: MEKK3 PB1 HTS	pCIP destab	IDE inh	IDE cell activ	PHOSPHO1 inh	CRFBP-R2 agonist	GalR3 antag	CRFR2-BP antag	CHRM4 PAM
CCN(CC)CCN1C(=O)C(=O)/C(=C(/O)c2c(C)[nH]c(C(=O)OC)c2C)C1c1ccc(C)o1 (configuration not stated) as listed: 98	5	2	0	16	-0.1	-6	5	0
CCS(=O)(=O)c1nc(S(=O)(=O)c2ccc(Cl)cc2)c(N2CCC(C(N)=O)CC2)s1 as listed: 99	-16	1	-2	38	-0.1	-9	-51	0
OCC1(CCOc2ccccc2)CCN(Cc2cn[nH]c2-c2ccc(F)cc2)CC1 as listed: 107	-10	0	3	35	0.9	-6	-15	-7
O=C(c1cc2ccccn2n1)N1CCN(c2ccccn2)CC1 as listed: 107	-11	1	3	-2	-1.1	.	-16	0
Cc1cc(Nc2ncc(Cl)cc2Cl)n(-c2ccccc2C)n1 as listed: 99	4	3	3	-2	0.7	-9	23	-6

(cont.)
nr	compound	MEKK3 PB1 HTS	pCIP destab	IDE inh	IDE cell activ	PHOSPHO1 inh
31	CCCCOC(=O)Nc1sc2c(c1C(=O)OC)CCC2	109	-4	-5	-4	14
32	CCN1CCN(c2c(Cl)cccc2NC(=O)c2ccc(Br)o2)CC1	.	-14	4	-2	-3
33	CCN1CCN(C(=O)c2cc(-c3ccco3)nc3ccccc23)CC1	.	.	3	-1	.
34	Cc1ccccc1OCC(=O)Nc1nnc(COc2ccccc2)s1	105	-6	-1	-5	25
35	NCCCC[C@@H]1NC(=O)[C@H](CCC(=O)O)NC(=O)c2cc([N+](=O)[O-])cc(I)c2SC[C@@H](C(=O)NCC(N)=O)NC1=O	109	3	-2	-1	-6
36	Cc1cc(C)n(-c2nnc(Cl)c3ccccc23)n1	100	-1	-9	4	-20
37	Cc1cc2ccccc2cc1CN1CCOCC1	100	-2	-6	1	-2
38	CC(C)n1nnnc1SCC(=O)N1CCN(C(=O)c2ccco2)CC1	102	-7	8	4	4
39	CC(C(=O)O)N1C(=O)c2cccc3cccc1c23 (configuration not stated)	118	-14	4	1	10
40	C[n+]1ccc(/C=C/c2ccc(Br)cc2)cc1	.	-6	1	3	-67
41	Cc1ccc(-n2c(C)nn(CCOc3ccccc3)c2=O)cc1	102	-10	1	5	30
42	COc1ccc(OC)c(NC(=O)Cn2c(CCC(=O)O)ccc2-c2cccs2)c1	105	-10	3	3	12
43	Cc1nn(-c2nc3ccccc3s2)c(N)c1-c1ccccc1	99	-22	0	-4	-3
44	CCC1SC(CC)C(=O)N(CC(=O)NCc2ccc(F)cc2)C1=O (configuration not stated)	98	1	0	2	-10
45	CCCOc1ccc(OCCSc2nnc(N)s2)cc1	99	2	5	1	-1

nr	CRFBP-R2 agonist	GalR3 antag	CRFR2-BP antag	CHRM4 PAM
31	1.6	2	-13	5
32	-1.1	-11	-4	4
33	2.9	-5	-1	13
34	-0.4	-4	-16	2
35	-1.4	2	-7	15
36	-0.1	-4	15	-5
37	-0.8	0	31	8
38	-1.7	4	5	1
39	-0.4	2	6	2
40	-0.3	-1	-25	8
41	-4.9	-1	-7	5
42	0.4	0	-4	-2
43	-0.7	3	-24	-3
44	0.9	-6	5	-3
45	1.5	-4	-4	-7

Entries by screen from above.
Entries 38 to 44 in IDE cell activ read 4, 1, 3, 5, 3, -4, 2
Entries 38 to 44 in IDE inh read 8, 4, 1, 1, 3, 0, 0

Additional entries:
nr	compound	MEKK3 PB1 HTS	pCIP destab	IDE inh	IDE cell activ	PHOSPHO1 inh
46	Cc1nc(N2CCN(C(=O)c3ccc(Cl)cc3)CC2)c(C#N)c2c1COC(C)(C)C2	105	4	4	-2	15
47	Cc1c(NS(=O)(=O)c2cc([N+](=O)[O-])ccc2Cl)c(=O)n(-c2ccccc2)n1C	.	.	-3	8	.
48	CCOC(=O)NC(NC(=S)Nc1ccccc1[N+](=O)[O-])C(Cl)(Cl)Cl (configuration not stated)	107	-25	-4	0	2
49	Cc1cccc(OCc2nnc(SCc3cc(=O)n4cc(Br)ccc4n3)o2)c1	89	2	2	2	-5
50	CCc1nc(SCC(=O)c2cccs2)c2oc3ccccc3c2n1	99	-9	-2	2	27
51	N/C(=N\OC(=O)CCCOc1ccc(Cl)cc1Cl)c1ccncc1	92	-7	6	-3	47
52	Cc1cccc2nnc(-c3ccccc3)n12	.	.	.	2	.

nr	CRFBP-R2 agonist	GalR3 antag	CRFR2-BP antag	CHRM4 PAM
46	-4.0	-2	-7	-3
47	-0.1	-1	4	3
48	0.6	-4	-22	-6
49	2.7	-1	-18	-7
50	4.8	-5	6	-5
51	-2.5	-8	-3	-1
52	-0.3	-4	-7	-1
